# 14-3-3 PPI: modulators of 14-3-3 gamma protein binding, primary screen, biochemical, fluorescence polarization | FP, 14-3-3gamma / TMR-pS259-Raf peptide binding | inhibition, % at 40 µM | 0.19% of 160,000 active | AID 422, 2006; in the data active = inhibition above about 30%;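 note: 0% = protein plus tracer without compound and 100% = blank with tracer alone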
# Target sequence (P61981 whole entry, looked up): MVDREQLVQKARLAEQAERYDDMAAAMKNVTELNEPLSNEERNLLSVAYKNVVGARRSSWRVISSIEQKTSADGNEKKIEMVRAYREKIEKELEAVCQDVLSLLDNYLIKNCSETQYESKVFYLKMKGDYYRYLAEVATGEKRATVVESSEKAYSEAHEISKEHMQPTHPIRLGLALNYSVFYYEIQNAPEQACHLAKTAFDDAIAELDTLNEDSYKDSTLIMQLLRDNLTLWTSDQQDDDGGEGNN
# * = called active by the depositor; & = joins results of further samples. Only part of the results is shown; the hit share may differ from the screen's.
SMILES,14-3-3 PPI
Cc1ccccc1N(C)S(=O)(=O)c1ccc2[nH]cc(C(=O)N3CCCCCC3)c(=O)c2c1,-5
COC(=O)Oc1c(Cl)cc2oc(=O)sc2c1[N+](=O)[O-],-13
O=C(NC1CC1)c1cc(=O)[nH]c2ccc(S(=O)(=O)N3CCCCC3)cc12,3
COC(=O)/C(C#N)=C1/SC=C(C)N1c1ccccc1,5
CC(=O)Oc1cccc2cccnc12,-2
CC1CC(N(C(=O)Nc2ccccc2)c2ccccc2)c2ccccc2N1C(=O)Nc1ccccc1 (stereo not drawn),-3
CC(C)COC(=O)Cn1cnc2ccc(Br)cc2c1=O,-8
Cc1cccc(C(=O)Nc2ccc(-c3nc4ccc(C)cc4s3)cc2)c1,-11
O=C(CSc1nc2c(c(=O)n1-c1ccccc1)SCC2)Nc1ccccc1,-5
NS(=O)(=O)c1cccc2cccnc12,4
Cc1ccc(CSc2nnc3c(n2)OC(C)(C)Nc2ccccc2-3)cc1,2
Cc1ccc(NC2=NCC(=O)N2c2ccc3c(c2)OCCO3)c(C)c1,0

# Gathered by group: the entries above with an aryl thioether with sulfur outside any ring.
SMILES,14-3-3 PPI
O=C(CSc1nc2c(c(=O)n1-c1ccccc1)SCC2)Nc1ccccc1,-5
Cc1ccc(CSc2nnc3c(n2)OC(C)(C)Nc2ccccc2-3)cc1,2

# Next part
SMILES,14-3-3 PPI
Clc1ccc(-c2cn3nc(-c4ccccc4)sc3n2)cc1,0
c1ccc(C2CCCCS2)cc1 (stereo not drawn),1
CCCS(=O)(=O)N1CCC(C(=O)NCc2ccc(C)cc2)CC1,-1
O=c1[nH]c(=O)n(Cc2ccccc2)c2nc(-c3ccco3)cc(C(F)(F)F)c12,-17
CC1CCN(S(=O)(=O)c2ccc3ncn(CC(=O)NCC4CCCO4)c(=O)c3c2)CC1 (stereo not drawn),-21
CCOC(=O)c1c(C)oc(/N=C/c2ccccc2O)c1C#N,-2
Nc1ccc2nc(-c3ccccc3)[nH]c2c1,6
NC(=O)c1c(-c2cccs2)csc1N,24
COc1cccc(C(=O)Nc2nc3c(s2)C(=O)CC(C)(C)C3)c1,-6
CCNC(=O)NCC12CC3CC(CC(C3)C1)C2,-12
CCC(=O)Nc1ccc(NC(=O)c2ccccc2Cl)nc1,-6
CCOC(=O)C(C)n1cnc2c(nnn2-c2ccc(OC)cc2)c1=O (stereo not drawn),2

# Molecules above that have an NH in an aromatic ring:
SMILES,14-3-3 PPI
Cc1ccccc1N(C)S(=O)(=O)c1ccc2[nH]cc(C(=O)N3CCCCCC3)c(=O)c2c1,-5
O=C(NC1CC1)c1cc(=O)[nH]c2ccc(S(=O)(=O)N3CCCCC3)cc12,3
O=c1[nH]c(=O)n(Cc2ccccc2)c2nc(-c3ccco3)cc(C(F)(F)F)c12,-17
Nc1ccc2nc(-c3ccccc3)[nH]c2c1,6

# Going on with the list:
SMILES,14-3-3 PPI
Cc1ccc2c(c1)C(c1ccccc1)N(C(=O)C(C)C)CC(=O)N2 (stereo not drawn),2
CC(Cc1ccccc1)N=C1NS(=O)(=O)c2ccccc21 (stereo not drawn),-10
CC1CCCCN1C(=O)CSc1nc(C2CC2)nc2c1cnn2-c1ccccc1 (stereo not drawn),-7
O=C(Nc1cccc(Cl)c1)c1cccc(NC(=O)C(F)(F)F)c1,-16
O=C(COC(=O)c1ccccc1NC(=O)c1ccccc1)c1ccccc1,-5
COC(=O)C1(C(F)(F)F)CC(C)=C(C)CN1S(C)(=O)=O (stereo not drawn),-1
O=C(NCCC1=CCCCC1)C1CCN(c2nnc(-n3cccc3)s2)CC1,-1
COc1ccc(C)cc1NC(=O)C1CCC(CNS(=O)(=O)c2ccc(Br)s2)CC1 (stereo not drawn),-53
Cc1ccc2c(CN3C(=O)NC4(CCCCC4)C3=O)cc(=O)oc2c1C,-3
COc1ccccc1C(=O)N(Cc1nc(-c2ccc(Cl)cc2)no1)C(C)C,3
O=c1c(Cl)c(NCCO)ncn1-c1ccccc1,-8
COc1ccc(C2SC(C)C(=O)N2c2ccc(C)cc2)cc1 (stereo not drawn),0
CCCOc1ccc(C2Nc3ccccc3NC3=C2C(=O)CC(c2ccccc2)C3)cc1 (stereo not drawn),0
C=CCN(CC=C)Cc1c(C)[nH]c2c(C)cccc2c1=O,-5
CCc1ccc(-c2nc(C(N)=O)c3[nH]c(=O)n(-c4ccccc4OC)c3n2)cc1,-9
O=C1CC(c2cccc(Br)c2)c2cc3c(cc2N1)OCCO3 (stereo not drawn),5
CCOc1cccc(C2CC(c3ccc(OC)cc3)=NC(c3ccc(Cl)cc3)N2)c1O (stereo not drawn),2
O=C(NCCNC(=O)c1ccccc1)c1ccccc1,-6
Cc1nc2sc(C(c3ccc(F)cc3)N3CCN(C(=O)c4ccco4)CC3)c(O)n2n1 (stereo not drawn),4
O=C(c1cc(Sc2ccc(Cl)cc2)nc2ccccc12)N1CCCC1,3
CCC(C)NS(=O)(=O)c1ccc(NC(=O)c2c(-c3ccccc3)noc2C)cc1 (stereo not drawn),0
Clc1ccc(C2=Nn3c(nnc3-c3ccccc3)SC2)cc1,1
Cc1cccc(NCC(O)Cn2c(C)c(C)c3ccccc32)c1C (stereo not drawn),-2
O=c1c2sccc2nc(SCc2cc(=O)n3cc(Cl)ccc3n2)n1-c1ccc(F)cc1,-2
Cc1cc(C)nc(NS(=O)(=O)c2ccccc2)n1,-7&-1
COC(=O)c1ccc(NC(=O)CN2C(=O)c3cccc4cccc2c34)cc1,-8
COc1ccc(-n2nc3c(c2NC(=O)c2c(OC)cccc2OC)CSC3)cc1,-11
CC1=C(C(N)=O)C(c2ccc(F)cc2)n2ncnc2N1 (stereo not drawn),13
CCOC(=O)c1cccc(NC(=O)CSc2nnc(C)n2Cc2ccccc2)c1,0
CN(CCC#N)S(=O)(=O)c1cccc2nsnc12,-8
Cc1ccc(Nc2nc3nonc3[nH]c2=O)cc1C,-9
CCOc1ccc(-c2nnn(CC(=O)c3cc(OC)ccc3OC)n2)cc1,1
CCc1nc(C)c(C#N)c2cc(OC)c(OC)cc12,-2
C=CCOC(=O)C1=C(C)NC2=C(C(=O)CCC2)C1c1cccc(F)c1 (stereo not drawn),6
Cc1ccc(-c2[nH]c3ccccc3c2SCCNC(=O)C(C)(C)C)cc1,-1
O=C(CCCCCn1c(=S)[nH]c2ccc(N3CCOCC3)cc2c1=O)N1CCC(N2CCCCC2)CC1,-3
O=C(NCCNc1c(Cl)cccc1[N+](=O)[O-])c1ccccc1Br,3
O=C(Nc1nc(-c2ccc(Cl)cc2)cs1)c1ccc(S(=O)(=O)N2CCCCC2)cc1,12
O=c1[nH]cc(N2CCCCC2)c(=O)[nH]1,-4
Cc1cc(C)c(C#N)c(SCc2ccccn2)n1,7
CCOC(=O)c1c(C)n(C)c2c1cc(OC(=O)c1cccc(N3C(=O)CCC3=O)c1)c1ccccc12,-2
COc1cc(-c2cc3nc(C)c(C)c(=O)n3[nH]2)cc(OC)c1OC,-25
CC1CC(C)CN(c2cc(NCCCO)c([N+](=O)[O-])c3nonc23)C1 (stereo not drawn),-2
COc1ccc(N2C(=O)CCC(C(=O)Nc3ccc(F)cc3)C2c2ccc(OC)c(OC)c2)cc1 (stereo not drawn),-6
Cc1cc(C(F)F)n2nc(C(=O)Nc3ccccc3F)nc2n1,-3
CCn1c2ccccc2c2nc3cc4ccccc4cc3nc21,116*
O=C1C2C3C=CC(C2C(=O)N1c1cccc(O)c1)C1C2C(=O)N(c4cccc(O)c4)C(=O)C2C31 (stereo not drawn),0
Cc1ccc2[nH]cc(C(=O)CN3CCC4(CC3)OCCO4)c2c1,-7

# Laid out differently: entries from further up
compound	14-3-3 PPI
Cc1ccc(Nc2nc3nonc3[nH]c2=O)cc1C	-9
O=C(Nc1nc(-c2ccc(Cl)cc2)cs1)c1ccc(S(=O)(=O)N2CCCCC2)cc1	12
CC(=O)Oc1cccc2cccnc12	-2
CC1CC(N(C(=O)Nc2ccccc2)c2ccccc2)c2ccccc2N1C(=O)Nc1ccccc1 (stereo not drawn)	-3
Cc1ccc(-c2[nH]c3ccccc3c2SCCNC(=O)C(C)(C)C)cc1	-1

# The list goes on:
SMILES,14-3-3 PPI
Cc1nonc1N1CCOCC1,-31
CN(C)c1nc(N)nc(/C(C#N)=C/C2CC3C=CC2C3)n1 (stereo not drawn),-22
Cc1cc(NC(=O)c2cccc(N3C(=O)CCC3=O)c2)no1,-7&-5
CC(C)c1ccccc1NC(=O)c1cc2ccccc2o1,3
CCOC(=O)N1CCN(c2cc(C)nc3nc(C)nn23)CC1,-1
O=C(NCc1ccccc1Cl)C1CCN(S(=O)(=O)c2cccc3nsnc23)CC1,-7
Cc1cc(NS(=O)(=O)c2ccc(NC(=O)COc3cccc(Cl)c3)cc2)nc(C)n1,-18
COc1ccc(C(=O)c2ccc(OC)c(N)c2)cc1N,0&2
COc1ccc(C(=O)Nc2cc(OC)nc(OC)n2)cc1,0
COc1cccc(C(=O)Nc2c3c(nn2-c2cccc(Cl)c2)CSC3)c1OC,0
O=C(CN1CCOCC1)Nc1ccc(Oc2ccccc2)cc1,19
Cc1ccc(-c2nc3ncccn3c2Nc2c(C)cccc2C)cc1,-2

# Shown with tabs: 3 of the compounds above
Compound	14-3-3 PPI
O=C1CC(c2cccc(Br)c2)c2cc3c(cc2N1)OCCO3 (stereo not drawn)	5
COC(=O)Oc1c(Cl)cc2oc(=O)sc2c1[N+](=O)[O-]	-13
CCOC(=O)c1cccc(NC(=O)CSc2nnc(C)n2Cc2ccccc2)c1	0

# Additional records:
SMILES,14-3-3 PPI
COc1ccccc1-n1nnc(C(=O)NCc2ccccc2Cl)c1N,-4
CCCCCn1c(C(C)NC(=O)CC)nc2ccccc21 (stereo not drawn),-13
COC(=O)c1ccc(CN2CCN(Cc3ccc(C(=O)OC)o3)CC2)o1,4&-9
CC(C)(CC(=O)N1CCCCCC1)CC1=NS(=O)(=O)c2ccccc2N1,-16
O=C(Nc1c2c(nn1-c1ccc(F)cc1)CSC2)c1cc([N+](=O)[O-])ccc1Cl,9
Cc1ccc(C)c(NS(=O)(=O)c2ccc(NC(=O)c3ccc(C4SCC(=O)N4Cc4ccccc4)cc3)cc2)c1 (stereo not drawn),-7
CC(=O)c1ccc(N2CCN(C(=O)C(Cc3ccccc3)NS(=O)(=O)c3ccc(Br)s3)CC2)cc1 (stereo not drawn),2
CN(C)CCN1C(=O)C(=O)c2ccccc21,12
CCOc1ccc2nc(SCC(=O)Nc3nc4ccccc4s3)sc2c1,-50
COc1ccc(S(=O)(=O)N2CCN(CC(=O)Nc3ccc(Cl)c(C(F)(F)F)c3)CC2)cc1,-1
CCCCCCOc1ccccc1C=C1N=C(SC)SC1=O,-21
Cc1ccc(NC2=CC(=O)CC(c3ccco3)C2)c(N)c1 (stereo not drawn),6&-6
N#CCCNC(=O)CCN1CCOCC1,-8
CCc1nnc(NC(=O)CCC(=O)N2CCN(CCc3ccccc3)CC2)s1,3
COc1ccc(Cl)cc1NC(=O)CSc1nc2nc(C)cc(C)n2n1,-4
CN(CC(O)COC(CCl)CCl)S(=O)(=O)O (stereo not drawn),10
COCc1[nH]nc2c1C(c1ccc(F)cc1F)C(C#N)=C(N)O2 (stereo not drawn),-1
O=C1OC(Nc2ccccc2F)c2ccccc21 (stereo not drawn),9
COC(=O)c1ccc(CSc2nnc(N)s2)cc1,-2
CCOC(=O)C(NC(=O)CC)(Nc1ccccc1OC)C(F)(F)F (stereo not drawn),-7
COc1ccc(N=Cc2ccc3ncccc3c2)cc1,-7
CCOc1ccc(-n2ccnc2SCC(=O)Nc2ccccc2C(F)(F)F)cc1,-7
CC(C)Nc1nc(-c2ccc(Cl)cc2)nc2ccccc12,-1
Cc1ccc(C2N(Cc3ccccc3)CCN2Cc2ccccc2)cc1,-2
COc1cc(OC)cc(C(=O)Nc2cccc3c2C(=O)c2ccccc2C3=O)c1,-75
COc1ccc(C2Nc3ccccc3C(=O)N2c2ccc(Cl)cc2)cc1OC (stereo not drawn),-2
CCN(C1CCCCC1)S(=O)(=O)c1ccc(C(=O)O)cc1,5
CCOC(=O)CSc1nnc(-c2cccc(Cl)c2)n1CC,11
COc1ccc(C2C(C(=O)OCc3ccccc3)=C(C)NC3=C2C(=O)CC(C)(C)C3)cc1Br (stereo not drawn),2
Cc1ccc(-c2ccccc2)c(Oc2cccc(C#N)c2C#N)c1,-8
Cc1ccc(-n2nc3c(c2NC(=O)c2ccc(S(=O)(=O)N4CCOCC4)cc2)CSC3)c(C)c1,-4&0
Nc1nc(SCC(=O)N2CCCC2)[nH]c(=O)c1-c1ccccc1,15
N#Cc1c(-c2ccccc2)cc(C2CC2)nc1N,-10
NC(=O)c1ccc(Br)c(S(=O)(=O)N2CCCCC2)c1,-3
CCOC(=O)N1CCN(c2c(N3CCc4ccccc4C3)c(=O)c2=O)CC1,-6
Cc1nn(CCCC(=O)Nc2cccc(Cl)c2)c(C)c1[N+](=O)[O-],-7
CC(NC(=O)CN1C(=O)COc2ccccc21)c1ccccc1 (stereo not drawn),-3&-8
Nc1ccc2oc(-c3cccs3)nc2c1,-12
COc1cccc(-n2nnc3c(=O)n(Cc4ccc(Cl)cc4)cnc32)c1,0
COc1cccc(C(=O)CSc2nnc(COc3cccc4cccnc34)o2)c1,-14
CC1(C)CC(CCNC(=O)c2ccco2)CC(C)(C)N1,-2&2
C[n+]1nn(CCCCC(Cl)(Cl)Cl)c2ccccc21,-2
O=C(NC1CCCCC1)c1cc(S(=O)(=O)N2CCc3ccccc32)ccc1F,4
CC(=O)Oc1ccc2nc(-c3ccc4c(c3)C(=O)N(CC(C)C)C4=O)oc(=O)c2c1,-5
CCCOc1ccc(C(C)(O)CN2CCOCC2)cc1 (stereo not drawn),-9
COc1c(C)cc(Br)cc1C(=O)O,4
Cc1ccn2c(Nc3ccccc3)c(-c3ccco3)nc2c1,-23

# Bioassay records as filed in PubChem.
